T cruzi growth: T. cruzi proliferation inhibition; AID 624255; inhibition, % at 8.34 µM; hit rate 5.9% among 77,000; T. cruzi beta-gal in NIH3T3, GalScreen luminescence, 90 h;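 active means mean inhibition above about 93%, with at least 55% of replicates each passing it, limit read from the data, passing the limit was not always enough; inconclusive means only one of those two conditions holds; inactive means neither condition holds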
GASC1 inh: KDM4C (human) demethylase inhibition; Q9H3R0; GST-KDM4C 2-372, H3K9me3 peptide, LANCE TR-FRET; inhibition, % at 12.5 µM; hit rate 0.15% among 96,000; AID 720574;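 active means mean replicate inhibition above about 25%, with at least 55% of replicates also reaching it, limit read from the data, passing the limit was not always enough; inconclusive means only one of those two conditions met; inactive means neither condition met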
Target sequence (Q9H3R0 2-372 limits assumed): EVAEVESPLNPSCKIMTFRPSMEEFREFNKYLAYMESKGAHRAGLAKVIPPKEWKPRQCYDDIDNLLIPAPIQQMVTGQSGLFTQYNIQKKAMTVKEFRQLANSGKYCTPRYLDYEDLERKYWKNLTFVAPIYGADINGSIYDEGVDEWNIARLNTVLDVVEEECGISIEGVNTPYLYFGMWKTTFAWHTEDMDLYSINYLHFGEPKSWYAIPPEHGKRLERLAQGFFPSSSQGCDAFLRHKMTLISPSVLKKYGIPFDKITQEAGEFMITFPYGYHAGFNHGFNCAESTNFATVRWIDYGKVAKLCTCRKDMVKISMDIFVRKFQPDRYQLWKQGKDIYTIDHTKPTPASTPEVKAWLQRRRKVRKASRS
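Compound: one test concentration per compound; Material: GST-GASC-1 enzyme fragment 2-372; Amount: GASC-1 enzyme at 10 nM final in reaction; Also added: H3K9me3 peptide substrate, Fe(II), 2-oxoglutarate; Technique: LANCE TR-FRET; Times: 30 min demethylation and 1 h detection at room temperature.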
Pf Dd2 inh: blocks growth of Plasmodium falciparum Dd2 parasites | P. falciparum Dd2 growth, SYBR Green, 72 h; active compounds read low | activity change, % at 10 µM | hit rate 2.3% among 94,000 | AID 1159554; in the data active means activity change below about -80%; inconclusive means no clear call, values can overlap the other calls
C diff HTS: blocks growth of Clostridium difficile; Clostridium difficile clinical isolate growth, OD600, 24 h; active compounds read low; growth activity, negative = inhibition, % at 16 µg/mL (by protocol); hit rate 0.25% among 86,000; AID 1259249;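 active means mean growth activity at or below -80% and every replicate also at or below -80%; inconclusive means mean at or below -80% but some replicate above -80%; inactive means mean growth activity above -80%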;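 further: 0% = DMSO wells and -100% = levofloxacin 16 µg/mL wells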
The depositor's hits bear a star; u = inconclusive; x = no result given; & = joins results of further samples.

The line under a structure holds: T cruzi growth	GASC1 inh	Pf Dd2 inh	C diff HTS
> C[C@@H]1CN([C@H](C)CO)S(=O)(=O)c2ccc(-c3cccnc3)cc2O[C@H]1CN(C)Cc1ccccn1
  73	1.3	-15	2
> Cc1ccc(S(=O)(=O)Nc2ccc3c(c2)CC(=O)N([C@H](C)CO)C[C@H](C)[C@H](CN(C)Cc2ccc(Oc4ccccc4)cc2)O3)cc1
  33	-5.1	-21	71
> Cc1noc(C)c1NC(=O)Nc1ccc2c(c1)C(=O)N([C@H](C)CO)C[C@@H](C)[C@@H](CN(C)S(C)(=O)=O)O2
  94	0.3	-92*	x
> COC(=O)C[C@@H]1CC[C@@H]2[C@H](COC[C@@H](O)CN2C(=O)Nc2cccc(F)c2)O1
  -21	0.9	18	3&-2
> CN1c2ccc(Br)cc2[C@H]2[C@H](CCN2C(=O)Cc2cccnc2)[C@H]1CO
  96	2.1	5	7
> CO[C@H]1CN(C)C(=O)c2cc(NC(=O)C3CCCC3)ccc2OC[C@@H](C)N(CCC(F)(F)F)C[C@@H]1C
  -7	-2.6	x	x
> N#Cc1cccc(-c2ccc(C3[C@@H]4CN(Cc5cocn5)C[C@H]3N4)cc2)c1 (stereo partly drawn)
  x	-1.5	-10	11
> C/C=C/c1ccc([C@@H]2[C@@H](CNC(=O)CC3CC3)N(C(C)=O)[C@H]2CO)cc1
  27	-1.2	4	-5
> CC(=O)N(C)C[C@@H]1Oc2cc(-c3ccccc3F)ccc2S(=O)(=O)N([C@@H](C)CO)C[C@@H]1C
  -27	1.9	9	-4
> Cc1noc(C)c1S(=O)(=O)Nc1ccc2c(c1)CC(=O)N([C@H](C)CO)C[C@@H](C)[C@H](CN(C)S(C)(=O)=O)O2
  20	-0.4	11	-13
> CC(=O)N1CCCCN2[C@@H](CO)[C@@H](c3ccc(C#Cc4ccccc4F)cc3)[C@@H]2C1
  60	-0.9	19	-2
> C[C@H]1CN([C@@H](C)CO)S(=O)(=O)c2ccc(-c3ccc(F)cc3)cc2O[C@H]1CN(C)Cc1ccccc1C(=O)O
  x	1.0	-13	-7
> CCCN1[C@@H]2c3ccc(C4=CCCCC4)c(=O)n3C[C@H]1[C@H](CO)[C@H]2C(=O)NCC
  31	0.1	7	-4
> COc1ccccc1NC(=O)N[C@@H]1CC[C@H](CC(=O)N2CCC(Cc3ccccc3)CC2)O[C@@H]1CO
  x	-0.7	-12	-6
> C[C@@H]1CN([C@@H](C)CO)S(=O)(=O)c2ccc(C#C[C@@H](C)O)cc2O[C@@H]1CN(C)C(=O)CC1CC1
  3	x	x	-1
> CCC(=O)N(C)C[C@@H]1Oc2cc(-c3ccc(C#N)cc3)ccc2S(=O)(=O)N([C@@H](C)CO)C[C@H]1C
  36	0.6	-4	-3
> CC(C)c1cn(CC[C@@H]2CC[C@@H](NC(=O)c3cccc(F)c3)[C@@H](CO)O2)nn1
  -33	-1.0	-23	x
> CC(C)(C)[S@@](=O)N1Cc2cc(C(=O)NCc3ccccn3)nc(-c3cccc(-c4ccccc4F)c3)c2[C@H]1CCO
  73	-6.1	-49	x
> CCNC(=O)C[C@@H]1CC[C@H]2[C@@H](COC[C@@H](O)CN2C(=O)Nc2ccc3c(c2)OCO3)O1
  26	5.1	-4	x
> O=C(Cc1ccccc1)N1CC2(C1)[C@H](c1ccccc1)[C@H](CO)N2S(=O)(=O)Cc1ccccc1
  x	-2.7	-61	-6

Next entries follow:
The line under a structure holds: T cruzi growth	GASC1 inh	Pf Dd2 inh	C diff HTS
> C[C@H](CO)N1C[C@H](C)[C@H](CN(C)Cc2ccc(C(=O)Nc3ccccc3N)cc2)Oc2c(NC(=O)C3CCCCC3)cccc2C1=O
  79	-1.3	u	-2
> C[C@H](CO)N1C[C@H](C)[C@H](CN(C)Cc2ccc(-c3ccccc3)cc2)Oc2ccc(NC(=O)Cc3cn(C)c4ccccc34)cc2C1=O
  22	3.7	-1	62
> CC(=O)Nc1ccc2c(c1)C(=O)N(C)[C@@H]1CC[C@@H](CC(=O)NCc3ccc4c(c3)OCO4)O[C@H]1CO2
  -2	-1.1	-24	0
> CC(C)NC(=O)Nc1ccc2c(c1)CC(=O)N([C@H](C)CO)C[C@@H](C)[C@@H](CN(C)CC1CC1)O2
  -5	1.5	6	-1
> COc1ccc(S(=O)(=O)Nc2ccc3c(c2)C(=O)N([C@H](C)CO)C[C@@H](C)[C@@H](CN(C)Cc2ccccc2)O3)cc1
  15	-0.2	-11	-1
> COc1cccc(CNC(=O)C[C@H]2C=C[C@@H](NC(C)=O)[C@@H](CO)O2)c1
  -49	-0.1	4	-1
> O=C(C[C@@H]1C[C@H]2c3cc(NC(=O)C4CCC4)ccc3O[C@H]2[C@@H](CO)O1)NCc1ccncc1
  -18	-0.3	8	-1
> COCC(=O)Nc1ccc2c(c1)[C@H]1C[C@H](CC(=O)NCc3ccc(Cl)cc3)O[C@@H](CO)[C@H]1O2
  -22	2.2	13	-3
> CO[C@@H]1CN(C)C(=O)c2cc(NS(C)(=O)=O)ccc2OC[C@H](C)N(C(=O)C2CCCC2)C[C@@H]1C
  -18	0.4	x	x
> CCN1[C@@H]2c3ccc(-c4ccccc4)c(=O)n3C[C@@H]2[C@@H](CO)[C@@H]1C(=O)NCc1ccccc1
  16	7.5	5	1
> C[C@@H]1CN([C@@H](C)CO)C(=O)Cc2cc(NC(=O)c3ccncc3)ccc2O[C@H]1CN(C)C(=O)Nc1ccc(F)cc1
  7	1.4	16	0
> C[C@H](CO)N1C[C@H](C)[C@@H](CN(C)C(=O)c2ccccn2)Oc2cc(C#CC3CC3)ccc2S1(=O)=O
  13	17	-24	2
> C[C@H]1CN([C@@H](C)CO)C(=O)c2cccc(NC(=O)C3CC3)c2O[C@H]1CN(C)Cc1ccccc1
  x	-0.4	16	1&-1
> CN1c2ccc(Br)cc2[C@H]2[C@H](CCN2C(=O)C2CCOCC2)[C@@H]1CO
  63	6.1	35	-1
> COC(=O)[C@@H]1[C@@H](CO)[C@@H]2Cn3c(ccc(-c4cccnc4)c3=O)[C@@H]2N1Cc1ccccc1F
  -13	4.0	-6	-4
> CCNC(=O)C[C@H]1CC[C@H]2[C@@H](COC[C@@H](O)CN2C(=O)C2CCOCC2)O1
  8	-0.7	x	7&-9
> O=C(N[C@@H]1CC[C@@H](CCNS(=O)(=O)c2ccc(F)cc2)O[C@H]1CO)c1cccnc1
  7	0.2	-11	4
> C[C@@H]1CN([C@H](C)CO)C(=O)Cc2cc(NC(=O)Nc3cccc4ccccc34)ccc2O[C@H]1CN(C)C(=O)Nc1ccccc1
  33	-1.6	-1	0
> COc1ccccc1NC(=O)N[C@@H]1C=C[C@@H](CC(=O)N[C@@H](C)c2ccccc2)O[C@H]1CO
  -13	0.6	12	x
> C[C@H]1CN([C@@H](C)CO)C(=O)c2cc(-c3ccccc3)cnc2O[C@@H]1CN(C)C(=O)Cc1cccnc1
  30	-0.5	10	x

Following part
The line under a structure holds: T cruzi growth	GASC1 inh	Pf Dd2 inh	C diff HTS
> COc1ccc2c3c(n(C)c2c1)[C@H](CO)N(C)CC31CN(C(=O)C2CCC2)C1
  x	x	18	5
> C[C@@H]1CN([C@@H](C)CO)C(=O)c2cc(NC(=O)Nc3ccccc3)ccc2O[C@@H](C)CCCCO[C@@H]1CN(C)C(=O)C1CCCCC1
  35	0.0	-84*	-1
> C[C@H](CO)N1C[C@H](C)[C@@H](CN(C)C(=O)Nc2ccc(F)cc2)OCCCC[C@H](C)Oc2ccc(NC(=O)Cc3ccccc3)cc2C1=O
  98*	-1.6	-67	-2
> CN(C)C(=O)C[C@@H]1CC[C@H]2[C@@H](COC[C@H](O)CN2CC2CCOCC2)O1
  22	-1.6	2	x
> CO[C@H]1CN(C)C(=O)c2ccc(NS(=O)(=O)CC(F)(F)F)cc2OC[C@H](C)N(Cc2ccccn2)C[C@@H]1C
  32	2.4	-32	-9
> CO[C@@H]1CN(C)C(=O)c2cc(NC(=O)c3nc4ccccc4s3)ccc2OC[C@H](C)N(Cc2ccncc2)C[C@@H]1C
  99*	0.0	x	0
> CC(C)NC(=O)Nc1ccc2c(c1)C(=O)N([C@H](C)CO)C[C@H](C)[C@@H](CN(C)Cc1ccc3c(c1)OCO3)O2
  x	0.6	1	2&-4
> CS(=O)(=O)Nc1ccc2c(c1)[C@H]1C[C@H](CC(=O)O)O[C@H](CO)[C@H]1O2
  x	1.9	-8	3
> COc1ccccc1S(=O)(=O)Nc1ccc2c(c1)OC[C@H](C)NC[C@H](C)[C@@H](OC)CN(C)C2=O
  x	-0.6	28	-2
> O=C(C1CCOCC1)N1CC2(C1)[C@H](c1ccccc1)[C@H](CO)N2C(=O)CC1CC1
  x	0.2	39	-6
> Cc1ccc(S(=O)(=O)N(C)C[C@@H]2Oc3ncc(-c4cccc(C(F)(F)F)c4)cc3C(=O)N([C@H](C)CO)C[C@@H]2C)cc1
  126*	-2.5	-24	3
> COc1ccc(NC(=O)Nc2ccc3c(c2)CC(=O)N([C@H](C)CO)C[C@@H](C)[C@@H](CN(C)C(=O)Nc2ccc(F)cc2)O3)cc1
  34	-1.9	22	1
> COCC(=O)NC[C@@H]1[C@H](c2ccc(-c3ccccc3)cc2)[C@@H](CO)N1C(C)=O
  -29	-0.4	12	-3
> CCCNC(=O)C[C@H]1C[C@H]2c3cc(NS(=O)(=O)c4ccc(OC)cc4)ccc3O[C@H]2[C@@H](CO)O1
  -14	1.9	-5	1
> C[C@@H]1CN([C@H](C)CO)C(=O)c2cccc(NS(=O)(=O)c3cn(C)cn3)c2O[C@H]1CN(C)Cc1ccc(C(=O)Nc2ccccc2N)cc1
  x	6.3	-38	3
> C[C@@H]1CCCCO[C@@H](CN(C)Cc2ccccc2)[C@@H](C)CN([C@@H](C)CO)C(=O)c2cc(N(C)C)ccc2O1
  46	3.9	3	6
> C[C@H]1CN([C@@H](C)CO)C(=O)c2cc(-c3ccccc3F)cnc2O[C@H]1CN(C)C(=O)C1CCOCC1
  8	-0.3	24&17	1&-4
> COc1ccc(S(=O)(=O)N(C)C[C@H]2OCCCC[C@H](C)Oc3ccc(NC(=O)Nc4cccc5ccccc45)cc3C(=O)N([C@H](C)CO)C[C@H]2C)cc1
  80	-3.6	-86*	6
> Cc1ccc(-c2ccc([C@H]3[C@@H](CO)N4CCCCN(Cc5cncnc5)C[C@H]34)cc2)cc1
  18	1.6	-8	-9
> C[C@H](CO)N1C[C@H](C)[C@H](CN(C)C(=O)Nc2cccc3ccccc23)Oc2ccc(NC(=O)CCC(F)(F)F)cc2C1=O
  3	-1.4	8	-2

Further records.
The line under a structure holds: T cruzi growth	GASC1 inh	Pf Dd2 inh	C diff HTS
> COc1ccc(CN(C)C[C@H]2Oc3ccc(NC(=O)Cc4cn(C)c5ccccc45)cc3CC(=O)N([C@H](C)CO)C[C@H]2C)cc1
  74	1.2	31	-13
> C[C@@H]1CN([C@@H](C)CO)S(=O)(=O)c2ccc(C#CC3CCCC3)cc2O[C@@H]1CN(C)Cc1cncnc1
  x	-0.1	-17	0
> COCC(=O)N1CC2(CCN(Cc3ccc(Cl)cc3)CC2)c2c([nH]c3cc(OC)ccc23)[C@H]1CO
  x	1.2	-40	2
> C[C@@H]1CN([C@H](C)CO)C(=O)Cc2cc(NS(=O)(=O)c3ccc(F)cc3)ccc2O[C@H]1CN(C)S(C)(=O)=O
  52	-0.2	11	0
> Cc1noc(C)c1NC(=O)N(C)C[C@@H]1Oc2c(NC(=O)C3CC3)cccc2C(=O)N([C@@H](C)CO)C[C@H]1C
  -12	0.5	6	-2
> C[C@@H]1CN([C@H](C)CO)S(=O)(=O)c2ccc(-c3ccncc3)cc2O[C@H]1CN(C)C
  24	3.8	25	-3
> CCCNC(=O)[C@@H]1[C@@H](CO)[C@@H]2Cn3c(cccc3=O)[C@@H]2N1CC1CCCCC1
  2	2.6	2	5
> COCC#Cc1ccc2c(c1)O[C@H](CN(C)C(=O)C1CCCCC1)[C@@H](C)CN([C@H](C)CO)S2(=O)=O
  22	-2.7	-27	4
> C[C@@H]1CN([C@@H](C)CO)C(=O)c2cc(-c3cncnc3)cnc2O[C@@H]1CN(C)Cc1cncnc1
  45	1.0	-3	1

Looked up one by one from the list above:
The line under a structure holds: T cruzi growth	GASC1 inh	Pf Dd2 inh	C diff HTS
> COc1ccc(CN(C)C[C@H]2Oc3ccc(NC(=O)Cc4cn(C)c5ccccc45)cc3CC(=O)N([C@H](C)CO)C[C@H]2C)cc1
  74	1.2	31	-13
> C[C@@H]1CN([C@@H](C)CO)C(=O)c2cc(-c3cncnc3)cnc2O[C@@H]1CN(C)Cc1cncnc1
  45	1.0	-3	1
> COCC(=O)N1CC2(CCN(Cc3ccc(Cl)cc3)CC2)c2c([nH]c3cc(OC)ccc23)[C@H]1CO
  x	1.2	-40	2
> CCCNC(=O)[C@@H]1[C@@H](CO)[C@@H]2Cn3c(cccc3=O)[C@@H]2N1CC1CCCCC1
  2	2.6	2	5
> COCC#Cc1ccc2c(c1)O[C@H](CN(C)C(=O)C1CCCCC1)[C@@H](C)CN([C@H](C)CO)S2(=O)=O
  22	-2.7	-27	4
> C[C@@H]1CN([C@H](C)CO)S(=O)(=O)c2ccc(-c3ccncc3)cc2O[C@H]1CN(C)C
  24	3.8	25	-3

Source: PubChem BioAssay
